aSyn yeast rescue: alpha-synuclein toxicity suppression in yeast; S. cerevisiae alpha-synuclein toxicity rescue, BacTiter-Glo growth, 24 h; Potency, µM (doses to about 46.1 µM), without a hit: at the highest dose growth rescue (activation), actives largely listed as activators; 0.02% of 94,000 active; AID 1347070; active = well fitted activation curve with a large enough effect; inconclusive = small, poorly fitted or top-dose-only effect; note: 0% is about no effect
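Growth restoration measured by BacTiter-Glo luminescence after 24 hr at 30 deg C; alpha-synuclein yeast, raffinose-pregrown to mid-log, were added at OD600=0.02 in galactose medium onto pinned compounds.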
An asterisk follows results filed as active; u = inconclusive; & = joins results of further samples. Potency is the fitted concentration of half-maximal effect.

SMILES	aSyn yeast rescue
COc1ccccc1CNC(=O)Cn1c(-c2ccc(F)cc2)cc(C(C)=O)c1C	0%
O=C(NC1CCN(S(=O)(=O)c2ccc(F)cc2)CC1)c1ccco1	-5%
COc1ccccc1CNC(=O)CCc1c(C)nc2cc(-c3ccccc3OC)nn2c1C	5%&8%
CCOc1ccc(C2c3[nH]c4ccccc4c3CCN2C(=O)CSCc2ccc(F)cc2)cc1 (stereo not given)	12%
c1ccc(-n2nnnc2-c2cccnc2)cc1	-13%
O=C(CCCCCNC(=S)Nc1ccc(Cl)cc1)C[N+](=O)[O-]	14%
CCOC(=O)Cc1csc(NC(=O)Cc2ccc(C)cc2)n1	-11%
O=C(NCC(c1cccnc1)N1CCN(c2ccccc2F)CC1)c1ccco1 (stereo not given)	10%
C=CCNC(=O)c1cc(Cl)cc(Cl)c1	-9%
COc1ccc(S(=O)(=O)N(C)Cc2nc(-c3cccc(C)c3)no2)cc1	2%
CCOC(=O)Cn1c(=O)cc(-c2ccccc2)c2c(C)nn(C)c21	-12%
CCOc1ccc(NC(=O)Cn2c(=O)cc(C)c3c(C)nn(-c4cccc(Cl)c4C)c32)cc1	-14%
CCc1ccccc1NC(=O)C1CCCN(S(=O)(=O)c2ccc3[nH]c(=O)ccc3c2)C1 (stereo not given)	1%
CCOc1ccc(CCNC(=O)COC(=O)c2n[nH]c3ccccc23)cc1OCC	1%
COc1ccccc1CNC(=O)C1CCCN(c2nnc(C)c3c(C)n(-c4ccccc4)nc23)C1 (stereo not given)	-1%
O=c1c2c(nc3nc(NCc4cccc(Cl)c4)[nH]n13)CCC2	2%
Cc1ccc(S(=O)(=O)N2CCC(C(=O)OCC(=O)N(Cc3ccccc3)C(C)C)CC2)cc1C	10%
COc1ccc(C)cc1NC(=O)c1c(C(=O)Nc2cccc(C)c2C)sc2nc(C)cc(=O)n12	5%
C=Cc1ccc(CSc2nc(-c3ccc(C)cc3)nc3c2Cc2c(CO)cnc(C)c2O3)cc1	8%
COc1ccc(/C=C\c2onc(C)c2S(=O)(=O)N2CCC(C(=O)Nc3ccccc3OC)CC2)cc1	1%
CCCn1c(SCC(=O)Nc2ccc(NC(C)=O)cc2)nc2c1c(=O)n(C)c(=O)n2C	6%
CC1CCN(C(=O)c2ncn3c2c(=O)[nH]c2cccnc23)CC1	0%
CC1(C)CC(=O)C2=C(C1)N(N1CCOCC1)C(N)=C(C#N)C2c1cccs1 (stereo not given)	4%
CCCOc1ccc(C(=O)Nc2ccc(NC(=O)c3ccc(Br)cc3)cc2)cc1	8%
Cc1ccc(N2CC(C(=O)N(C)CC(=O)Nc3ccc(Cl)c(C(F)(F)F)c3)CC2=O)cc1 (stereo not given)	-8%

The results go on.
SMILES	aSyn yeast rescue
COc1ccccc1OCCC(=O)OCC(=O)Nc1ccc(Br)cc1	-4%
COc1cc(C2C(C(=O)Nc3ccccc3)=C(C)Nc3nc(SCc4ccccc4F)nn32)cc(OC)c1OC (stereo not given)	-13%
Cc1cc(C)cc(-n2c(SCC(=O)NC3CCCCC3)nc3c([nH]c4ccccc43)c2=O)c1	2%
CCCN(CCC)C(=O)CSc1nc2sc3c(c2c(=O)n1-c1ccccc1)CCN(C(C)=O)C3	-6%
Cc1cc(C)cc(-n2nnc(-c3nsc(NC(=O)c4ccccc4Cl)n3)c2C)c1	-3%
Cc1c(Cl)cccc1NC(=O)C(=O)NCC(c1cccnc1)N1CCN(c2ccccc2)CC1 (stereo not given)	u
Cc1ccc(NC(=O)C(=O)NCC2CCCN2S(=O)(=O)c2cccs2)c(C)c1 (stereo not given)	-1%
CN(C)c1ccc(C(CNS(=O)(=O)c2ccc([N+](=O)[O-])cc2)N2CCOCC2)cc1 (stereo not given)	7%
CN1CCN(C(CNC(=O)c2ccc(F)cc2)c2ccc3c(c2)OCO3)CC1 (stereo not given)	1%
Cc1ccccc1C#CC1=CC(=O)CC(C)(C)C1	4%
CCN(CC)C(=O)C1=C(C)N(CCC2=CCCCC2)C(=O)C(CC(=O)NCCc2ccccn2)C1 (stereo not given)	-1%
CCOC(=O)CC(NC(=O)CCc1c(C)nc2c(c1C)c(=O)n(C)c(=O)n2C)c1ccc(OCC)c(OC)c1 (stereo not given)	0%
Cc1noc(/C=C/c2cccs2)c1S(=O)(=O)N1CCC(C(=O)NCc2ccccc2Cl)CC1	1%
Cc1ccc(-n2c(=O)c3c(c4cc(C)ccc4n3C)n(CC(=O)c3ccc(Cl)cc3)c2=O)cc1	-5%
CC1CCN(S(=O)(=O)c2cc(C(=O)NCc3ccc(N(C)C)cc3)n(C)c2)CC1	1%
CCOC(=O)c1c(C)[nH]c(C(=O)OCC(=O)N2CCCC2=O)c1C	7%
Cc1cc(C)cc(C(=O)Nc2cccc(-c3nc4ncccc4o3)c2C)c1	-12%
CCc1nnc(NC(=O)C(NS(=O)(=O)c2ccccc2)C(C)C)s1 (stereo not given)	-2%
CCCCCCn1c(=O)n2n(c1=O)C[C@]1(OC(=O)NCc3ccco3)CN(S(=O)(=O)c3ccc(C)cc3)C[C@]1(O)C2	6%
CCC1(c2ccc(Cl)cc2)NC(=O)N(CC(=O)NCc2ccc(F)cc2)C1=O (stereo not given)	8%
O=C(Cc1n[nH]c(=O)[nH]c1=O)N/N=C/c1cccc(Cl)c1	1%
O=C(Nc1ccc(O)c(-c2nc3ccccc3o2)c1)c1sc2ccccc2c1Cl	-6%
COc1ccc(OC)c(S(=O)(=O)NCCS(=O)(=O)N2CCN(c3ccccc3)CC2)c1	0%
Fc1ccc(N2CCN(c3ncnc4[nH]ncc34)CC2)cc1	-6%
Cc1ccccc1NC(=O)CSc1nnc(C)c2ccccc12	10%

The results go on:
SMILES	aSyn yeast rescue
NS(=O)(=O)c1ccc(CCNC(=O)CC(NC(=O)c2ccccc2Cl)c2ccccc2)cc1 (stereo not given)	5%
COc1ccc(-c2cn3c(n2)sc2cc(C(=O)Nc4ccc(C)c(C)c4)ccc23)cc1	-3%
COc1ccc2c(c1)[nH]c1c(=O)n(/N=C/c3ccc(OC)c(COc4ccccn4)c3)cnc12	1%
CC(=O)N1CCC(C(=O)NCCOc2ccc(C)cc2)CC1	7%
Cc1cc(=O)c2c(N(C)C)cccc2[nH]1	5%
CNC(=O)c1c(NC(=O)c2ccc(S(=O)(=O)N3CCCCC3C)cc2)sc2c1CCC2 (stereo not given)	-7%
Cc1ccc(Cl)cc1-n1c(=O)c2sc3ccccc3c2n(CC(=O)NC2CCCCC2)c1=O	7%
CCc1ccc(CNC(=O)C2CCCN(c3nn4cc(-c5ccc(F)cc5)nc4s3)C2)cc1 (stereo not given)	-1%
CSc1ccc(NC(=O)Nc2ccc(C(=O)NCC(=O)O)cc2)cc1	2%
CCc1nn(CC(=O)N2CCN(c3cccc(C)c3C)CC2)c(=O)c2cc3occc3n12	-8%
O=C(CCCN1C(=O)/C(=C/c2cccs2)SC1=S)Nc1ccc(C(=O)O)cc1	-3%
O=C(COC(=O)C1=COCCO1)NC(=O)c1ccc(OC(F)F)cc1	9%
CCCc1nn2c(=O)cc(COC(=O)c3ccc(NC(=O)C4CCCCC4)cc3)nc2s1	0%
CN(C)/N=C/c1cc([N+](=O)[O-])ccc1O	18%
COc1ccccc1N1CCN(C(=O)CN2C(=O)COc3ccc(S(=O)(=O)N4CCCCCC4)cc32)CC1	-9%
COc1ccccc1Cc1nc2ccccc2nc1SCC(=O)Nc1c(C)cccc1C	-1%
CCC[C@H]1CN(c2ccc(OC)cc2)C(=O)[C@@H]1CC(=O)NC	4%
CC1CCN(C(=O)c2ccc(NC(=O)CC3SC(N4CCCC4)=NC3=O)cc2)CC1 (stereo not given)	-7%
CCOC(=O)c1c(C)oc2nc(C)nc(N(C)Cc3ccccc3)c12	11%
COc1cccc(C(=O)N2c3ncnn3C3(CCCCC3)[C@@H]3CCCC[C@@H]32)c1	-3%
O=C(NP(=O)(N1CCOCC1)N1CCOCC1)C1=C(N2CCOCC2)/C(=C\c2ccccc2)CC1	-1%
CC1CC(C)(C)CC2(C1)NC(=O)N(CC(=O)Nc1nccs1)C2=O (stereo not given)	-13%
Fc1ccc(NC(=S)N2CCN(c3ccccn3)CC2)cc1Cl	10%
CCc1ccc(CN(C)C(=O)C2=CC=CN3CCS(=O)(=O)N=C23)cc1	-10%
Cc1ccc(NC(=O)Cn2ncn3c(cc4ccccc43)c2=O)cc1C	4%

(cont.)
SMILES	aSyn yeast rescue
CCn1c(CC(=O)Nc2ccccc2F)nnc1SCC(=O)NC1=NCCS1	8%
CCCC(=O)Nc1c2c(nn1-c1ccc(F)cc1)CS(=O)(=O)C2	1%
O=C(CC1N=C2c3ccccc3N=C(SCc3cccc(Cl)c3)N2C1=O)NCc1ccc2c(c1)OCO2 (stereo not given)	12%
CC(C)NC(=O)c1ccc(CSCc2ccccc2Cl)o1	1%
O=C(CN(C(=O)CCC(=O)Nc1nccs1)c1cccc(F)c1)NCc1ccccc1	0%
Cc1ccc2[nH]c3c(=O)n(CC(=O)N(C)Cc4ccccc4)ncc3c2c1	11%
O=C(CN1C(=O)COc2ccc(S(=O)(=O)N3CCOCC3)cc21)N1CCN(c2ccccc2)CC1	2%
CS(=O)(=O)N(CC(=O)N1CCc2ccccc2C1)c1ccc(Cl)cc1F	4%
CCOc1ccc(OCC)c(NC(=O)C2CCCN(S(=O)(=O)c3cc(Br)cc4c3N(C(=O)CC)CC4)C2)c1 (stereo not given)	-8%
CSc1ccc(CCNC(=O)CCc2c(C)nc3c(-c4ccccc4)c(C)nn3c2C)cc1	8%
CSc1ccc(S(=O)(=O)NCC(=O)OCC(=O)NCc2ccco2)cc1[N+](=O)[O-]	1%
Cc1ccccc1NC(=O)COC(=O)c1ccc2c(c1)OCCO2	-3%
O=C(CSc1nnc(COc2ccccc2)o1)N1CCCCC1	-1%
O=C(O)c1ccc(N2C(=O)CC(N3CCC(c4nc5ccccc5[nH]4)CC3)C2=O)cc1 (stereo not given)	3%
COc1ccc(/C=C(/NC(=O)c2ccco2)C(=O)N2CCc3ccccc32)cc1OC	9%
COc1ccc(CCC(=O)N(C)CC(=O)Nc2cc(C)ccc2C)cc1	0%
COc1cccc(OCCSc2nc3ccccc3n2CC(=O)N2CCCCC2)c1	8%
CCc1ccc(NC(=O)CSc2nc3ccccc3nc2N2CCCCC2)cc1	2%
COc1ccc(C2c3c(ncn(CCCO)c3=N)Oc3ccc4ccccc4c32)cc1 (stereo not given)	17%
COc1ccc(C(=O)Nc2ccc(C(=O)OCc3cc(=O)n4nc(C5CC5)sc4n3)cc2)cc1	2%
CCOc1ccc(NC2c3ccccc3C(=O)N2c2ccc(Cl)cn2)cc1 (stereo not given)	-5%
O=C(CCc1c[nH]c2ccccc12)NCCc1ccccc1	5%
C#CCn1c(=NC(=O)c2cccs2)sc2cccc(OCC)c21	1%
Cc1ccc(CNC(=O)C(C(C)C)N2Cc3ccccc3C2=O)cc1 (stereo not given)	-4%
Cc1c(C)[n+](=O)c2c(n1[O-])C(Br)CCC2Br (stereo not given)	7%

Taken from above.
aSyn yeast rescue, `CN(C)c1ccc(C(CNS(=O)(=O)c2ccc([N+](=O)[O-])cc2)N2CCOCC2)cc1` (stereo not given) → 7%
aSyn yeast rescue, `COc1cccc(OCCSc2nc3ccccc3n2CC(=O)N2CCCCC2)c1` → 8%
aSyn yeast rescue, `Cc1c(C)[n+](=O)c2c(n1[O-])C(Br)CCC2Br` (stereo not given) → 7%

Reformatted as comma-separated lines: 2 of the compounds above
SMILES,aSyn yeast rescue
O=C(CC1N=C2c3ccccc3N=C(SCc3cccc(Cl)c3)N2C1=O)NCc1ccc2c(c1)OCO2 (stereo not given),12%
CC(C)NC(=O)c1ccc(CSCc2ccccc2Cl)o1,1%

5 compounds picked at random from those above:
SMILES	aSyn yeast rescue
O=C(CN(C(=O)CCC(=O)Nc1nccs1)c1cccc(F)c1)NCc1ccccc1	0%
CS(=O)(=O)N(CC(=O)N1CCc2ccccc2C1)c1ccc(Cl)cc1F	4%
Cc1c(C)[n+](=O)c2c(n1[O-])C(Br)CCC2Br (stereo not given)	7%
C#CCn1c(=NC(=O)c2cccs2)sc2cccc(OCC)c21	1%
Cc1ccccc1NC(=O)COC(=O)c1ccc2c(c1)OCCO2	-3%

(further entries)
SMILES	aSyn yeast rescue
CN(c1ccc(-c2csc(NC(=O)CCCc3nc4ccccc4c(=O)[nH]3)n2)cc1)S(C)(=O)=O	-5%
CC(C)CN(C(=O)/C=C/c1nc2ccccc2s1)C1CCS(=O)(=O)C1 (stereo not given)	8%
COc1ccc(C)cc1NC(=O)COCc1cc(-c2cccs2)on1	3%
CCC(Cn1nnc2ccccc2c1=O)NC(=O)Nc1ccccc1OC (stereo not given)	-8%
COc1cc(OC)cc(C(=O)Nc2ccccc2S(=O)(=O)N2CCCC2OC(C)=O)c1 (stereo not given)	6%
CSc1ccc(S(=O)(=O)N(CC(=O)NCc2ccccn2)c2ccc(C)cc2)cc1	-7%
Cc1ccc(CN2C(=O)C3(SCC(=O)N3c3ccc(C)c(C)c3)c3ccccc32)cc1 (stereo not given)	-9%
COCOCCn1cc(CN2CCS(=O)(=O)N(Cc3ccc(-c4ccc(Cl)nc4)cc3)C(CC(C)C)C2=O)nn1 (stereo not given)	8%
Cc1ccc(NC(=O)c2c(C)oc3ccc(O)c(CN4CCCCCC4)c23)cc1	-8%
COc1cc(-c2nnc(SCC(=O)NC(C)C)o2)cc(OC)c1OC	-9%
O=c1[nH]cnc2c1c(-c1ccccc1)cn2-c1ccc(Br)cc1	-7%

4 structures out of the list, ordered by formula weight, ascending.
SMILES	aSyn yeast rescue
CC(C)CN(C(=O)/C=C/c1nc2ccccc2s1)C1CCS(=O)(=O)C1 (stereo not given)	8%
Cc1ccc(NC(=O)c2c(C)oc3ccc(O)c(CN4CCCCCC4)c23)cc1	-8%
COc1cc(OC)cc(C(=O)Nc2ccccc2S(=O)(=O)N2CCCC2OC(C)=O)c1 (stereo not given)	6%
CN(c1ccc(-c2csc(NC(=O)CCCc3nc4ccccc4c(=O)[nH]3)n2)cc1)S(C)(=O)=O	-5%

The list is partial (hit frequency here may not be typical).
